All columns: NCI-60 one-dose screen, growth in % after 48 h at 10 µM unless noted; 100 = growth as untreated, 0 = no growth, -100 = all killed.
MALME-3M: MALME-3M melanoma; AID 1794766; 5.8% of 78,000 active
UACC-257: UACC-257 melanoma | 4.4% of 78,000 active
SK-MEL-2: SK-MEL-2 melanoma; 4.7% of 77,000 active; AID 1794763
SK-MEL-28: SK-MEL-28 melanoma; 4.1% of 81,000 active; AID 1794761
HS 578T: HS 578T breast cancer. 4.1% of 78,000 active. AID 1794788
SK-MEL-5: SK-MEL-5 melanoma. 6.4% of 80,000 active
LOX IMVI: LOX IMVI melanoma. AID 1794757. 7.4% of 79,000 active
UACC-62: UACC-62 melanoma; 5.4% of 81,000 active; AID 1794756
The depositor's hits bear a star; x = not tested or not shown; & = joins results of further samples; [ ] = remark or other dose. Rule for the calls: active = growth percent below 10; inactive = the rest.

Under each structure: MALME-3M	UACC-257	SK-MEL-2	SK-MEL-28	HS 578T	SK-MEL-5	LOX IMVI	UACC-62
> CCN1CCN(C(=O)[C@]23CCC(C)(C)C[C@@H]2C2=CC[C@@H]4[C@@]5(C)C/C(=C/c6cccnc6)C(=O)C(C)(C)[C@@H]5CC[C@@]4(C)[C@]2(C)CC3)CC1
 : 30	3.1*	42	42	55	-91*	x	27
> FC(F)(F)c1cccc([Si](F)(c2cccc(C(F)(F)F)c2)c2cccc(C(F)(F)F)c2)c1
 : 106	81	88	86	85	84	73	68
> Fc1ccc2c(c1)nc(-c1nnc(-c3cnccn3)o1)c1cccn12
 : 102	101	110	103	109	98	101	109
> CC1=Nc2cccc3cccc(c23)NC(=O)C1
 : 230	106	88	141	146	103	87	99
> O=c1cc(O)c2sc(-c3cccc(C(F)(F)F)c3)cc2[nH]1
 : 94	120	107	101	104	103	99	103
> CC12CC(C#N)(C(=O)N1)C(C#N)=C(Cl)N2 (configuration not stated)
 : 126	106	124	104	99	117	96	94
> O=C(Nn1cc(-c2ccc3ccccc3c2)sc1=Nc1ccccc1)c1cc2ccc1CCc1ccc(cc1)CC2
 : 114	101	102	102	84	97	95	95
> C#Cc1cccc(NC(=O)c2ccc(NC(=O)CCl)cc2)c1
 : -84*[8.25 µM]	43[8.25 µM]	31[8.25 µM]	54[8.25 µM]	38[8.25 µM]	-57*[8.25 µM]	-78*[8.25 µM]	7.2*[8.25 µM]
> CSc1nc(-c2ccc(Cl)cc2)c(C#N)c(=O)[nH]1
 : 113	110	101	115	92	101	105	96
> CCCCOc1nc2ccccc2cc1/C=C/C(=O)/C=C(/C=C/c1cc2ccccc2nc1OCCCC)OB(F)F
 : 113	101	80	105	109	113	105	99
> CCCCCCCCOc1ccc(/C=N/Nc2cc(C)nc3ccc(Br)cc23)cc1OCCCCCCCC
 : 139	109	104	112	105	111	99	99
> COc1ccc2c(c1)OC13Oc4cc(OC)ccc4C=C1CSCC3=C2
 : 90	99	99	108	93	98	93	87
> CNc1ncnc2c1cnn2C1CCCCO1 (configuration not stated)
 : 114	98	125	112	116	x	102	105
> O=C(Nc1cccc(Cl)c1)NN(c1ccccc1)C1CCS(=O)(=O)C1 (configuration not stated)
 : 103	100	100	109	104	103	100	98
> O=[N+]([O-])c1cccc(-c2nc(-c3ccc(Cl)cc3Cl)cn2-c2ccccc2)c1
 : 128	-64*	52	-16*	-39*	71	3.5*	31

A draw from above in order of number of heavy atoms, largest number first.
Under each structure: MALME-3M	UACC-257	SK-MEL-2	SK-MEL-28	HS 578T	SK-MEL-5	LOX IMVI	UACC-62
> O=[N+]([O-])c1cccc(-c2nc(-c3ccc(Cl)cc3Cl)cn2-c2ccccc2)c1
 : 128	-64*	52	-16*	-39*	71	3.5*	31
> CSc1nc(-c2ccc(Cl)cc2)c(C#N)c(=O)[nH]1
 : 113	110	101	115	92	101	105	96
> CC12CC(C#N)(C(=O)N1)C(C#N)=C(Cl)N2 (configuration not stated)
 : 126	106	124	104	99	117	96	94

Remaining list, next part
Under each structure: MALME-3M	UACC-257	SK-MEL-2	SK-MEL-28	HS 578T	SK-MEL-5	LOX IMVI	UACC-62
> CC(=O)C1=C(C)NC(SCC(=O)Nc2ccc(S(=O)(=O)Nc3cc(C)on3)cc2)=NC1c1ccc(Cl)cc1 (configuration not stated)
 : 101	103	117	113	96	102	102	100
> CN(C)c1ccc(/C=N/n2c(-c3cc(F)c(Cl)cc3Cl)n[nH]c2=S)cc1
 : 99	93	100	102	99	86	98	101
> c1ccc(NN(Cc2ccccn2)c2ccccc2)cc1
 : 96	96	113	106	101	95	96	111
> O=C1Nc2ccc(F)cc2/C1=C\c1c(-c2ccc(F)cc2)nc2ccccn12
 : 106	117	x	113	95	94	89	93
> CCCC(CCC)c1ccccc1C(=O)NCCNc1nccc(Nc2ccc(S(=O)(=O)Nc3ccccn3)cc2)n1
 : 100	96	101	117	109	103	95	105
> CC(C)C(C)(NC(=O)c1ccccc1)C(=O)O (configuration not stated)
 : 101	x	98	107	105	100	99	99
> CN1CCC(CN)(c2ccccc2)CC1
 : 101	98	118	103	x	100	x	94
> Cc1cc[n+](C)cc1C
 : 110	104	x	122	114	106	106	114
> COc1cccc(OC)c1N
 : 95	93	91	115	112	111	100	99
> CC(C)C1=NOC(=O)C1=Cc1cn(-c2ccco2)nc1-c1ccccc1
 : 104	106	113	99	96	95	39	88
> Cn1c(-c2ccccc2)cc(=O)cc1-c1ccccc1
 : 122	95	11	118	105	95	73	82
> CCCC(C)OC(=O)c1cccc([N+](=O)[O-])c1 (configuration not stated)
 : 113	105	115	115	101	103	111	98
> O=C(CCN1CCOCC1)Nc1cccc(-n2cc(-c3ccncc3)c(-c3ccc(Cl)c(O)c3)n2)c1
 : 66	66	15	50	7.2*	20	23	43
> NN1C(c2ccccc2)=C(c2ccccc2)Nn2c1nc1c(cnn1-c1ccccc1)c2=O
 : 102	120	105	119	110	103	94	102
> CCSC(SCC)C(OC(=O)c1ccccc1)C(OC(=O)c1ccccc1)C(COC(c1ccccc1)(c1ccccc1)c1ccccc1)OC(=O)c1ccccc1 (configuration not stated)
 : 112	98	x	113	x	105	103	115

Exported with bars between the fields: entries from further up.
Compound | MALME-3M | UACC-257 | SK-MEL-2 | SK-MEL-28 | HS 578T | SK-MEL-5 | LOX IMVI | UACC-62
c1ccc(NN(Cc2ccccn2)c2ccccc2)cc1 | 96 | 96 | 113 | 106 | 101 | 95 | 96 | 111
O=C1Nc2ccc(F)cc2/C1=C\c1c(-c2ccc(F)cc2)nc2ccccn12 | 106 | 117 | x | 113 | 95 | 94 | 89 | 93
CCCC(CCC)c1ccccc1C(=O)NCCNc1nccc(Nc2ccc(S(=O)(=O)Nc3ccccn3)cc2)n1 | 100 | 96 | 101 | 117 | 109 | 103 | 95 | 105
CC(C)C(C)(NC(=O)c1ccccc1)C(=O)O (configuration not stated) | 101 | x | 98 | 107 | 105 | 100 | 99 | 99
CN1CCC(CN)(c2ccccc2)CC1 | 101 | 98 | 118 | 103 | x | 100 | x | 94
Cc1cc[n+](C)cc1C | 110 | 104 | x | 122 | 114 | 106 | 106 | 114

Returning to the listing, starting 2 compounds before the break.
Under each structure: MALME-3M	UACC-257	SK-MEL-2	SK-MEL-28	HS 578T	SK-MEL-5	LOX IMVI	UACC-62
> NN1C(c2ccccc2)=C(c2ccccc2)Nn2c1nc1c(cnn1-c1ccccc1)c2=O
 : 102	120	105	119	110	103	94	102
> CCSC(SCC)C(OC(=O)c1ccccc1)C(OC(=O)c1ccccc1)C(COC(c1ccccc1)(c1ccccc1)c1ccccc1)OC(=O)c1ccccc1 (configuration not stated)
 : 112	98	x	113	x	105	103	115
> Cc1ccc(S(=O)(=O)N/N=C2\C(=N\NS(=O)(=O)c3ccc(C)cc3)C3c4ccccc4C2c2ccccc23)cc1
 : 99	98	105	106	99	101	99	101
> CC1CC(=O)c2ccccc2C1C (configuration not stated)
 : 102	100	89	116	128	109	91	98
> NN1CC(=O)NC1=O
 : 118	89	97	109	120	104	94	96
> CNC(=S)N/N=C/c1cnccn1
 : x	101	95	99	94	100	98	103
> COc1ccc(C(=O)N2CCC(O)CC2)cc1OC1CCCC1
 : 119	105	111	115	107	101	103	101
> Cc1c(C)[n+](=O)c(C)c(C)n1[O-]
 : 121	116	117	116	106	115	119	100
> Cc1nc([P+](c2ccccc2)(c2ccccc2)c2ccccc2)c(S(=O)(=O)Cc2ccccc2)o1
 : 85	91	102	87	94	97	96	81
> ClCCOCCSC1=NCCN1
 : 100	88	97	106	105	105	98	101
> O=C(CCN1CCCC1)Nc1ccc2c(NCCCc3ccccc3)c3ccccc3nc2c1
 : -91*	15	39	66	27	67	-87*	44
> CN=C(NC#N)NCCSCc1nc[nH]c1C
 : 95	98	113	107	101	85	96	101
> S=c1c2ncccc2c(-c2ccccn2)nn1Cc1ccccc1
 : 66	36	78	92	66	39	27	58
> N#Cc1cnn2ccn(C3OC(CO)C(O)C3O)c12 (configuration not stated)
 : 134	88	97	113	96	100	94	89
> CCCC1CC(=O)NC1(C(=O)OCC)C(=O)OCC (configuration not stated)
 : x	109	107	105	124	91	x	99
> COc1ccc2c(c1)c(CC(=O)OCC(=O)O)c(C)n2C(=O)c1ccc(Cl)cc1
 : 102	109	120	119	113	100	101	106
> COc1ccc(-c2csc(NC(=O)COCc3c(-c4ccccc4)no[n+]3[O-])n2)cc1
 : 90	99	105	102	99	100	94	97

The last 2 entries of the part above open the next one:
Under each structure: MALME-3M	UACC-257	SK-MEL-2	SK-MEL-28	HS 578T	SK-MEL-5	LOX IMVI	UACC-62
> COc1ccc2c(c1)c(CC(=O)OCC(=O)O)c(C)n2C(=O)c1ccc(Cl)cc1
 : 102	109	120	119	113	100	101	106
> COc1ccc(-c2csc(NC(=O)COCc3c(-c4ccccc4)no[n+]3[O-])n2)cc1
 : 90	99	105	102	99	100	94	97
> Cc1ccc(NC(=O)c2ccc(CN3CCC(C)CC3)c(C(F)(F)F)c2)cc1Oc1ccc(-c2[nH]nc3ncnc(N)c23)cc1
 : 40	79	105	80	112	93	90	71
> COc1ccc(/C(=C\c2ccccc2)C(=O)O)cc1
 : 99&108	101&112	111&136	116&111	111	103&102	103&103	105&103
> O=C(C(=Cn1c(=O)cc[nH]c1=S)C(=O)c1ccccc1)c1ccccc1
 : x	102	105	101	109	99	94	103
> CCOC(=O)C(/C=N\C(=S)Nc1ccc(Cl)c(Cl)c1)=C(/O)c1ccccc1
 : 81	81	96	103	83	86	83	74
> COc1ccc2c(c1)N=C(C(=O)O)/C2=C/c1sc(Nc2ccc(O)cc2)nc1O
 : 51	81	82	81	51	83	49	43
> CN1CCN(c2nc(-c3ccncc3)nc3sc4c(c23)CCCCCC4)CC1
 : 77	x	x	83	5.2*	x	65	87
> COc1ccc(-c2nnc(SCC(=O)Nc3ccc(C(=O)/C=C/c4ccccc4)cc3)o2)cc1OC
 : 104	105	98	106	110	87	86	92
> CCN1C(=O)N(CC)C2SC(N/N=C/c3ccccc3F)=NC21 (configuration not stated)
 : 71	61	12	55	12	11	16	38
> CCO/C=C1\SC(=O)NC1=Nc1cccc(O)c1
 : 102	99	x	101	97	x	100	97
> Cn1ncc(CC(=O)O)c1NC(=O)c1ccc(Cl)cc1N
 : 99	112	110	102	103	111	90	93
> COc1ccc2[nH]c(=O)c(COC(=O)CC(=O)O)cc2c1
 : 102	110	108	104	101	104	95	95
> COC(=O)C1=C(C)NC(C)=C(C(=O)OC)C1c1c(Cl)nc2sccn12
 : 97	99	102	x	88	101	101	101
> COc1cc(/C=C/C(=O)c2ccc(N3CCNCC3)cc2)ccc1F
 : 112	76	85	106	91	79	49	80
> c1csc(-c2nn[nH]n2)c1
 : 99	95	92	108	99	102	91	111
> CSc1nc(Nc2cccc(NC(=O)/C(C#N)=C/c3ccc(N(C)C)cc3)c2)c(C#N)c(-c2cccc([N+](=O)[O-])c2)n1
 : 79	103	111	106	101	97	97	100
> O=C1c2ccccc2C(=O)c2c(N=Nc3c(O)[nH]c(=S)[nH]c3=O)cccc21
 : 119	97	109	122	103	104	104	98
> O=C(CCCCCCN1CC(=O)N2[C@@H](c3ccccc3F)c3[nH]c4ccccc4c3C[C@H]2C1=O)NO
 : 57	89	89	96	77	98	75	78
> COc1ccccc1N/N=C/c1cc(OC)c(OC)c(OC)c1
 : 97	112	100	109	90	101	80	85
> COC(=O)[C@H](Cc1ccccc1)n1cc(COC(=O)c2cccc3c(=O)c4ccccc4[nH]c23)nn1
 : 86	87	110	102	91	87	97	90
> NC(=O)c1c2c(c3c4ccccc4cnn13)C(=O)c1ccccc1C2=O
 : 78	96	123	105	69	58	63	67
> COC(=O)[C@]12CCC(C)(C)C[C@H]1C1=CC[C@@H]3[C@@]4(C)C/C(=C/c5ccccc5)C(=O)C(C)(C)[C@@H]4CC[C@@]3(C)[C@]1(C)CC2
 : 100	101	108	104	99	102	98	91
> O=c1c2c3c(sc2n2c(CN4CCN(c5ccccc5)CC4)nnc2n1Cc1ccccc1)CCCC3
 : 101	87	99	106	107	99	96	92
> COc1ccc(-c2cc(-c3cccnc3)nc3sc4c(c23)N=CN2CCN=C42)cc1OC
 : 89	76	93	105	78	76	97	94
> C/C(O)=C1\C(=O)Nn2c(nc3c(cnn3-c3ccccc3)c2=O)N1N
 : 98	101	105	112	103	102	104	97
> COc1ccc(Sc2nc(NC3CC3)nc(Sc3ccc(OC)cc3)n2)cc1
 : 145	111	109	104	97	86	89	88
> COc1cccc(C(Cc2ccccc2)NCc2ccccc2)c1O (configuration not stated)
 : 93	94	97	97	103	97	69	75
> CCCCCCCCCCCCCCCCCCCC(=O)NCCc1c[nH]c2ccc(O)cc12
 : 120	107	107	106	112	110	77	100
